PNC inhibitor: High Content Assay for Compounds that inhibit the Assembly of the Perinucleolar Compartment; PC3M PTB-GFP, PNC prevalence imaging, 16 h; stronger effect = lower value; activity change (PNC), negative = inhibition, % at 10 µM; actives 3.1% (n = 140,000); AID 2417, 2010;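 active means readout at or below -70, meaning at least 70% loss of cells showing the perinucleolar compartment, a nuclear body marking cancer cells; inconclusive means readout between -30 and a set limit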;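 further: plate controls were DMSO wells for no effect and camptothecin positive control wells for full effect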
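Compounds are pinned in duplicate onto adhered PC3M cells stably expressing GFP-tagged PTB and incubated 16 h at 37 C. Cells are then fixed, nuclei stained with Hoechst, and PNC-positive cells counted.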
ALOX12 inhib: qHTS Assay for Inhibitors of 12-hLO (12-human lipoxygenase). purified 12-hLO, xylenol orange hydroperoxide absorbance. Potency, µM (series often up to 57.1 µM), inactives show top-dose activity change, negative = inhibition, hits mostly inhibitors. actives 0.12% (n = 150,000). AID 1452, 2008; further: potency means the concentration at half of the fitted maximal effect; nearly all actives have a fitted effect of over 55% in size; many of its hits are not listed in these tables
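Hydroperoxide output read as Fe(III)-xylenol orange absorbance, 573-to-405 nm ratio, after 30 min reaction with 40 uM arachidonic acid. Enzyme: 150 nM purified human 12hLO, 15 min compound preincubation; 25 mM Hepes pH 7.0, room temperature.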
IMPase cell inh: qHTS Assay for Identifying the Cell-Membrane Permeable IMPase Inhibitors; Inositol monophosphatase 1 (Rattus norvegicus), P97697; CHO-M1 cells, IP1 accumulation, HTRF TR-FRET ratio; inhibition (IP1 accumulation), % at 46.1 µM; 120,000 tested, under 10 active; active means well fitted curve in the direction sought with a large enough effect in the signal ratio, not every such curve was filed as active; inconclusive means small, poorly fitted or top-dose-only effect, or a change in a side signal; inactive means no such curve, though single readings can be large or run the other way; the % refers to the signal ratio;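 further: cells stimulated with carbachol in lithium chloride buffer; plate controls were DMSO basal wells for no effect and reference inhibitor wells for full effect; higher means more IMPase inhibition seen as more IP1 and lower FRET ratio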
Target sequence (P97697 whole entry, looked up): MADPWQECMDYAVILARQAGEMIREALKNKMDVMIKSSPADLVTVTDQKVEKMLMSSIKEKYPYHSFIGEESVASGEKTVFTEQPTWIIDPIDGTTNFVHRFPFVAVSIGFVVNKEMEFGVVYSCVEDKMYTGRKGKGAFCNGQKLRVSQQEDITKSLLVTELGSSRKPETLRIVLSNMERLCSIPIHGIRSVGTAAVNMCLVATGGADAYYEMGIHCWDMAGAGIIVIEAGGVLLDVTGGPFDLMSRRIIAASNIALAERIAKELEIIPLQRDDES
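The IP-One HTRF competitive assay in carbachol-stimulated CHO-M1 cells quantifies cellular IP1. Compounds spanned up to 46 uM final, and activity is expressed as AC50 from concentration-response fits of the ratio and donor data.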
15-hLO-2 inh: qHTS Assay for Inhibitors of 15-hLO-2 (15-human lipoxygenase 2); Potency, µM (series often up to 57.1 µM), for the others: at the top dose activity change, negative = inhibition, actives largely listed as inhibitors; actives 0.56% (n = 110,000); AID 881, 2007; purified 15hLO-2, xylenol orange hydroperoxide absorbance; Polyunsaturated fatty acid lipoxygenase ALOX15B (Homo sapiens), O15296; further: potency means the concentration at half of the fitted maximal effect; nearly all actives have a fitted effect of over 60% in size; many of its hits are not listed in these tables
Target sequence (O15296 whole entry, looked up): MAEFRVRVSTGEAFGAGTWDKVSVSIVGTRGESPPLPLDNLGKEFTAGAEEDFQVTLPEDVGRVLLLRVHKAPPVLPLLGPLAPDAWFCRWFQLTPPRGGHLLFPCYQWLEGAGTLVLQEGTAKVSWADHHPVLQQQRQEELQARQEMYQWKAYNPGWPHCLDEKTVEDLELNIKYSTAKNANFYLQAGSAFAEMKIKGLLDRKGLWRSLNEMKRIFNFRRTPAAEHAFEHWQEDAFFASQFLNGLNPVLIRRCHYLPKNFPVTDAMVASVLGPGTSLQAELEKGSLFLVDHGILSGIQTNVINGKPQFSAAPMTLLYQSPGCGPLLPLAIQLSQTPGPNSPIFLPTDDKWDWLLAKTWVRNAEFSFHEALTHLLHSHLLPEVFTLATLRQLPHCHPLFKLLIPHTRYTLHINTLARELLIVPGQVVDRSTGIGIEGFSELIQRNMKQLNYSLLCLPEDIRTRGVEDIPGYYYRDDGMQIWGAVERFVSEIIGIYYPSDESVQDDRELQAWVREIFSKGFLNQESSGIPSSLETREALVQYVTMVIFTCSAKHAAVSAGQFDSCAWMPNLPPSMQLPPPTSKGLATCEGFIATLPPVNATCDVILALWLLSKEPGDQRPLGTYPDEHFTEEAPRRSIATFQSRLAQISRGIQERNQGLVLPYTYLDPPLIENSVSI
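Purified human 15hLO-2 (50 nM final) preincubated with compounds 15 min at room temperature in 25 mM Hepes pH 7.5, 0.01% Triton X-100, then 45 uM arachidonic acid added for 90 min; hydroperoxide detected via ferrous/xylenol orange, 573/405 nm absorbance ratio.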
* hit, by the source's call; ? = inconclusive; . = not tested or not shown; [ ] = another dose, or the depositor's remark. Unless noted, the call rests on the fitted dose curve; in most records, active means well fitted curve in the direction sought with a large enough effect; inconclusive means small, poorly fitted or top-dose-only effect, or another doubt; inactive means no such curve, though single readings can be large; an effect the other way counts as inactive or inconclusive. Unless noted, on the % scale 0 is the no-effect control and ±100 the full control effect. A portion of the library; count on the stated rates, not on these rows.

SMILES | PNC inhibitor | ALOX12 inhib | IMPase cell inh | 15-hLO-2 inh
CCOC(=O)c1cc(C(=O)OCC)cc(-n2cc(O)c(C(=O)OCC)n2)c1 | 66 | 5% | -19 | 3%
CC(C)CNC(=S)NC1CC2CCC(C1)N2Cc1ccccc1 (stereo unspecified) | -16 | -3% | 7 | 19%
CCOC(=O)Cn1c(S(=O)(=O)Cc2ccc(Cl)cc2)nc(-c2ccccc2)c1-c1ccccc1 | ? | -8% | 11 | .
O=C1S/C(=C/c2ccccc2)C(=O)N1CC(O)Cn1c2ccccc2c2ccccc21 (stereo unspecified) | -4 | 2% | . | .
Cc1cc(N2CCCCC2)n2ncc(-c3ccccc3)c2n1 | -4 | 8% | 8 | 23%
CC(C)OC(=O)n1c(=S)oc2ccccc21 | -4 | 0% | 1 | 7%
CCOC(=O)c1nnn(-c2nonc2N)c1C | -16 | -3% | 4 | 2%
COCC(=O)Nc1cc(C(=O)NCCc2ccccc2)ccc1Cl | -16 | -5% | . | .
CC(=O)c1c(N2CCOCC2)[nH]c(-c2ccccc2)nc1=S | 4 | -21% | . | .
COC(=O)c1ccccc1NC(=S)NC(=O)c1ccc(C)cc1 | ? | ? | -6 | .
COc1ccc(OC)c(CN2CCC(C(=O)N3CCN(c4ccccc4F)CC3)CC2)c1 | 25 | -2% | . | .
CC1=C(C(=O)Nc2ccccc2)C(c2ccco2)C(C#N)=C(SCc2ccccc2)N1 (stereo unspecified) | ? | -5% | 10 | -19%
Cc1ccccc1OCCOc1ccccc1C=C(C#N)C#N | 55 | -1% | . | .
CCn1c(O)c(/C=C2\C=Nc3ccccc32)sc1=Nc1ccccc1 | ? | -18% | 16 | 0%
CCC(CC)C(=O)NCCCCc1ccccc1 | ? | 0% | . | .
CCCC(NC(=O)CCl)c1ccccc1 (stereo unspecified) | 10 | 2% | 0 | .
O=C(CCN1C(=O)C2C3C=CC(C3)C2C1=O)Nc1ccccn1 (stereo unspecified) | -10 | -7% | -6 | -3%
O=C(c1ccc(F)cc1)N1CCC(O)(c2cccnc2)CC1 | ? | -5% | 6 | 6%
Cc1noc(C)c1COC(=O)Cn1c(C)nc2ccccc21 | 19 | -4% | 3 | 6%
O=C(Nn1c(C2CC2)nc2ccccc2c1=O)c1ccco1 | 39 | -4% | 1 | -3%
Cc1cccc(N2C(=O)SC(SC(=Nc3ccccc3)Nc3ccccc3)C2=O)c1 (stereo unspecified) | 65 | 3% | . | .
CCCN(CCC)CCOc1cc(C)ccc1C(C)C | 9 | -5% | . | .
O=C(c1ccccc1)c1nc2ccccc2[nH]c1=O | -27 | -3% | 2 | -9%
Cc1nc2ccccc2nc(=O)c1NNc1ccccc1 | 59 | 0% | 2 | .
Cn1c(=O)n(CC(=O)Nc2ccc(F)cc2)c2ccccc21 | 17 | -2% | -3 | -2%
O=C1c2cc3ccccc3c(-c3ccccc3)c2C(=O)N1c1ccccn1 | 48 | 2% | . | .
c1cncc(-c2nc(-c3cccs3)cs2)c1 | -15 | -3% | -2 | -8%
CCN(CCCNC(=O)CC(C(=O)N1CCc2ccccc21)n1ccnc1)c1cccc(C)c1 (stereo unspecified) | -23 | 0% | 0 | 65%[activator]
CC(C)NS(=O)(=O)c1ccc(NC(=O)C2CC3C=CC2C3)cc1 (stereo unspecified) | 2 | 7% | -1 | .
O=C1N/C(=N/Nc2ccccc2)S/C1=C\c1ccccc1 | 27 | ? | 3 | 3.2µM*
O=C(CCn1c(=O)oc2ccccc21)NC1=NCCS1 | 69 | 4% | 8 | .
COc1ccc(N2CCN(C(=O)CN(c3ccc(Br)cc3)S(C)(=O)=O)CC2)cc1 | 43 | -6% | 2 | 2%
COc1ccc(NC(C)c2cc(Cl)ccc2O)cc1 (stereo unspecified) | 18 | -4% | 8 | 9%[2.29 µM]
CC(C)C(=O)NC(=S)Nc1ccccc1C(=O)NC1CCCCC1 | -114* | -10% | . | .
CCOC(=O)COn1c(SCC(=O)OCC)nc2ccccc2c1=O | -12 | -3% | 8 | 2%
Cc1ccc(CSCC(=O)NN=C2CCN(C)CC2)cc1 | 2 | -3% | . | .
CS(=O)(=O)N1CCC2(CCN(C(c3ccccc3)c3ccccc3)CC2)CC1 | . | 4% | . | 3%
COc1ccc(CCNC(=O)Cn2nnc(-c3ccc(N4CCOCC4)cc3)n2)cc1OC | 19 | -6% | 3 | -2%
COc1ccc(NC(=O)/C=C/c2cccc(F)c2)cn1 | ? | -7% | . | .
COCCN(C(=O)CCl)C(C(=O)NC1CCCCC1)c1ccccc1C (stereo unspecified) | 25 | -2% | . | .

In the list so far, these contain a halogen:
SMILES | PNC inhibitor | ALOX12 inhib | IMPase cell inh | 15-hLO-2 inh
CCOC(=O)Cn1c(S(=O)(=O)Cc2ccc(Cl)cc2)nc(-c2ccccc2)c1-c1ccccc1 | ? | -8% | 11 | .
COCC(=O)Nc1cc(C(=O)NCCc2ccccc2)ccc1Cl | -16 | -5% | . | .
COc1ccc(OC)c(CN2CCC(C(=O)N3CCN(c4ccccc4F)CC3)CC2)c1 | 25 | -2% | . | .
CCCC(NC(=O)CCl)c1ccccc1 (stereo unspecified) | 10 | 2% | 0 | .
O=C(c1ccc(F)cc1)N1CCC(O)(c2cccnc2)CC1 | ? | -5% | 6 | 6%
Cn1c(=O)n(CC(=O)Nc2ccc(F)cc2)c2ccccc21 | 17 | -2% | -3 | -2%
COc1ccc(N2CCN(C(=O)CN(c3ccc(Br)cc3)S(C)(=O)=O)CC2)cc1 | 43 | -6% | 2 | 2%
COc1ccc(NC(C)c2cc(Cl)ccc2O)cc1 (stereo unspecified) | 18 | -4% | 8 | 9%[2.29 µM]
COc1ccc(NC(=O)/C=C/c2cccc(F)c2)cn1 | ? | -7% | . | .
COCCN(C(=O)CCl)C(C(=O)NC1CCCCC1)c1ccccc1C (stereo unspecified) | 25 | -2% | . | .

Continuation.
SMILES | PNC inhibitor | ALOX12 inhib | IMPase cell inh | 15-hLO-2 inh
CCn1cc([N+](=O)[O-])c(C(=O)N2N=C(c3ccccc3)CC2c2ccc([N+](=O)[O-])cc2)n1 (stereo unspecified) | 51 | -2% | . | .
CCCCn1c(=S)[nH]c2cc(S(=O)(=O)N3CCCCC3)ccc21 | 9 | -22% | -4 | ?
COc1ccc(C(=O)NNc2ccccc2)cc1 | 18 | 12% | . | .
COC(=O)c1ccc(Cn2cnc3ccccc3c2=O)cc1 | 7 | 1% | -5 | -7%
O=C(NC1CCCCC1)C12CC3CC(C1)CC(n1cncn1)(C3)C2 | -15 | 2% | ? | 1%
COc1ccccc1S(=O)(=O)c1ccccc1[N+](=O)[O-] | -14 | 0% | . | .
Cc1cccc(NC(=O)/C=C/c2cccs2)n1 | 12 | -5% | 1 | 8%
Cc1ccc(N(CC(=O)Nc2cccc(C)c2)S(=O)(=O)c2cccc3nonc23)cc1 | ? | -16% | 5 | -7%
CC(C)C(=O)c1cn(CC(=O)NCc2ccc3c(c2)OCO3)c2ccccc12 | 210 | -10% | -3 | .
COc1cc(C)ccc1OCCCOc1ccccc1Cl | 56 | -6% | 6 | -4%
CCC(C)(C(=O)NC1CCCC1)N(C(=O)c1cnccn1)c1ccccc1 (stereo unspecified) | 24 | 4% | 6 | 4%
COC(=O)CN1C(=S)N(Cc2ccccc2)C(=O)C1CC(=O)Nc1ccc(OC)cc1 (stereo unspecified) | ? | -10% | . | .
Nc1n[nH]c(CCCO)n1 | -23 | 2% | . | .
CCc1nc(SCC(=O)N2c3ccccc3CC2C)c2c(C)c(C)sc2n1 (stereo unspecified) | ? | 5% | 5 | -2%
Cc1cc(O)cc(O)c1C(=O)O | . | -2% | . | -2%
CN(C)CCNC(=O)Cn1nc(C(F)F)cc1C1CC1 | -1 | 0% | -3 | 0%
O=C(Nc1nnc(CC(=O)N2CCOCC2)s1)c1cccs1 | 17 | 2% | -3 | -1%
CCOC(=O)c1cc(CC)sc1NC(=O)c1cccc(N2C(=O)CCC2=O)c1 | 8 | 2% | -5 | .
CCOc1ccccc1N(CC(=O)NC(C)(C)C)C(=O)Cn1nnc(-c2ccc(C)o2)n1 | -24 | -2% | 12 | -26%
Cc1cccc(CNc2ccnc(-c3ccccc3CN(C)C)n2)c1 | . | 5% | . | 45%[activator]
COc1cc(NC(=O)NS(=O)(=O)c2ccc(C)cc2)cc(OC)c1 | -11 | 2% | -3 | 5%
O=C(Nc1cccc(F)c1)N1CCCC2(CCN(C(=O)c3csnn3)CC2)C1 | . | 5% | . | 1%
CCOc1ccc(/C(O)=C/C(=O)C(=O)Nc2ccc(S(=O)(=O)NC(C)=O)cc2)cc1 | -4 | 7% | -13 | .
CN1c2ccccc2C(O)=C(C(=S)Nc2ccc(Cl)cc2)S1(=O)=O | 16 | 3% | 3 | -28%
CCC(C)(C(=O)NC1CCCCC1)N(Cc1ccco1)C(=O)c1cnccn1 (stereo unspecified) | 14 | 0% | 7 | 0%
O=C(C1CC1(c1ccccc1)c1ccccc1)N1CCOCC1 (stereo unspecified) | ? | -6% | -1 | -4%
CC1CCCN(S(=O)(=O)c2ccc(NC(=O)CCN3C(=O)c4ccccc4C3=O)cc2)C1 (stereo unspecified) | -12 | -7% | 4 | -2%
CCOc1cc(-n2ncc(C#N)c2N)nc(SC)n1 | 5 | -1% | -4 | .
O=C(NCC1CCCCN1)c1cc(OCC(F)(F)F)ccc1OCC(F)(F)F (stereo unspecified) | ? | -1% | . | .
CCc1c(C(=O)OC)nnc2cc(C)nn12 | -2 | 7% | 4 | 4%
CC(=O)Nc1ccc(S(=O)(=O)NNC(=O)COc2cccc3ccccc23)cc1 | 41 | 2% | -5 | .
C=CCOc1cccc(C2/C(=C(\O)c3ccc(F)cc3)C(=O)C(=O)N2CCN(C)C)c1 (stereo unspecified) | 4 | 6% | 4 | 7%
CCC(c1nnnn1CCc1ccccc1)N(Cc1ccco1)Cc1cc2cccc(C)c2[nH]c1=O (stereo unspecified) | 45 | 1% | 2 | 20%
Cc1ccc(CNc2ncc(-c3ccc4c(c3)OCO4)n2C)cc1 | ? | -21% | 5 | 6%
COc1cccc(-c2cc(C(=O)Nc3ccccc3SC)no2)c1 | -4 | -5% | 10 | 5%
CCOc1ccc(NC(=O)CN(C)CC(=O)Nc2ccccc2C#N)cc1OCC | 19 | -3% | ? | -15%
COc1ccc(CCNC(=O)C2CCN(S(=O)(=O)N3CC(C)CC(C)C3)CC2)cc1OC (stereo unspecified) | 14 | 1% | -22 | 2%
O=[n+]1c2c(n([O-])c3cc(F)c(F)cc31)CCCC2 | 8 | 0% | -13 | .
Cc1nc(-n2cc(F)c(=O)[nH]c2=O)c2nc(C)oc2n1 | ? | 3% | 1 | 3%
CC1(C)CC(=O)C(C=NC2CCCCC2)=C(O)C1 | -10 | -3% | 5 | -7%
COC(=O)c1ccc(NC(=O)COc2ccc(C3C(C#N)=C(N)Oc4c3ccc3ccccc43)cc2OC)cc1 (stereo unspecified) | 12 | -3% | 2 | -13%

Random excerpt: 3 records from the list, in no set order.
SMILES | PNC inhibitor | ALOX12 inhib | IMPase cell inh | 15-hLO-2 inh
CCOc1ccc(NC(=O)CN(C)CC(=O)Nc2ccccc2C#N)cc1OCC | 19 | -3% | ? | -15%
CCC(c1nnnn1CCc1ccccc1)N(Cc1ccco1)Cc1cc2cccc(C)c2[nH]c1=O (stereo unspecified) | 45 | 1% | 2 | 20%
Cc1nc(-n2cc(F)c(=O)[nH]c2=O)c2nc(C)oc2n1 | ? | 3% | 1 | 3%
